# M. tuberculosis: growth inhibition of non-replicating M. tuberculosis (AID 488890); Mycobacterium tuberculosis non-replicating, growth inhibition; higher % means a stronger effect; inhibition, % at 25 µM; hits with a dose series show IC50 in µM; hit rate 0.39% among 320,000; in the data active = a potency from the dose series; inconclusive = inhibition mostly from about 82% at the one dose, without a potency; inactive = the rest, 99 in 100 with inhibition below about 76%;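 note: plate controls were DMSO cells for no effect and high antibiotic wells for full effect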
# PhoP GFP inhibition: PhoP regulon inhibitors, Salmonella typhi PhoP promoter GFP reporter, confirmatory (AID 1850); Salmonella Typhi PhoP-promoter GFP reporter, fluorescence, 4 h; higher % means a stronger effect; one-dose inhibition, % at 50 µM; IC50 in µM for titrated hits; hit rate 0.33% among 310,000; in the data active = a potency from the dose series; inconclusive = inhibition mostly from about 25% at the one dose, without a potency; inactive = the rest, 99 in 100 with inhibition below about 19%;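 note: 0% = induced wells with vehicle and 100% = uninduced wells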
# H37Rv inhibition: M. tuberculosis growth inhibition, HTS (AID 449762). M. tuberculosis H37Rv growth inhibition, 7H9 media; higher % means a stronger effect. inhibition, % at 25 µM, or IC50 in µM where a hit was titrated. hit rate 0.59% among 330,000; in the data active = a potency from the dose series; inconclusive = inhibition above about 70% without an active follow-up result;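 note: bacterial growth assessed after seven days of incubation; strong numbers were not always called active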
# inhibitors of VEEV: inhibitors of VEEV TC-83 cytopathic effect, confirmation, Vero cells (AID 588727); Vero cells, VEEV TC-83 cytopathic effect inhibition; higher % means a stronger effect; inhibition, % at 20 µM, or IC50 in µM where a hit was titrated; hit rate 0.13% among 350,000; in the data active = a potency from the dose series; inconclusive = inhibition mostly from about 14% at the one dose, without a potency; inactive = the rest, 99 in 100 with inhibition below about 12%; note: strong numbers were not always called active
# influenza NS1A: H1N1 influenza NS1A inhibitors, functional cell based assay (AID 504329) | NS1A functional cell-based assay, percent inhibition; higher % means a stronger effect | hit rate 0.3% among 340,000 | inhibition, % at 12.5 µM, or IC50 in µM where a hit was titrated; in the data active = a potency from the dose series; inconclusive = inhibition above about 27% without an active follow-up result; note: strong numbers were not always called active
# inhibitors of VEEV 10K pilot screen: further read-out of inhibitors of VEEV, marked with its call; inhibition, %; measured here: 10K pilot screen inhibition
# Active calls of the source: *; i = inactive; ? = inconclusive; nt = not tested or not shown; & = joins results of further samples. Outcome played no part in choosing rows; about 1.4% have a hit in one of these screens.
SMILES,M. tuberculosis,PhoP GFP inhibition,H37Rv inhibition,inhibitors of VEEV,influenza NS1A,others
COc1ccc(CCN2C(=O)CC(NNc3ccc([N+](=O)[O-])cc3)C2=O)cc1OC (stereo not given),9%,5%,-4%,5.4%,19%,
OC1CCCN(CC(O)c2ccccc2)C1 (stereo not given),-9%,4%,3%,i,-10%,
CCN(CC(=O)Nc1ccc(OC)cc1)C(=O)c1cc(S(=O)(=O)N2CCOCC2)ccc1N1CCCC1,20%,1%,0%,13%,4%,
Nc1nc2ccc(Cl)cc2[nH]1,nt,nt,nt,1.1%,-29%,
O=S(=O)(N/N=C1/CC(c2ccccc2)Oc2ccccc21)c1ccc(Br)cc1 (stereo not given),13%,-18%,2%,0.7%,3%,
COCC(C)n1c(C)cc(C(=O)COC(=O)CNC(=O)c2ccccc2)c1C (stereo not given),-6%,-3%,3%,i,11%,
CCOc1ccccc1N(CC(=O)Nc1ccc(OC)cc1)S(=O)(=O)c1ccccc1,5%,3%,-3%,3.7%,-5%,
COc1ccc(C(C)=O)cc1CSc1nnc(Nc2c(C)cccc2C)s1,19%,-23%,-3%,1.0%,0%,
COc1ccc(C(=O)C2CCN(CC(=O)Nc3ccccc3F)CC2)cc1,43%,7%,8%,i,1%,
N#Cc1cccc(NC(=O)CSc2nnc(-c3n[nH]c4ccccc34)o2)c1,-11%,3%,12%,11%,-1%,
CCN(CC(=O)Nc1ccc(NC(C)=O)cc1)C(=O)c1c(C)nn(-c2ccc(F)cc2)c1Cl,12%,nt,-4%,9.3%,-9%,
Cc1cccc(-c2cccc(NC(=O)C3CCCN(Cc4cccnc4)C3)c2)c1 (stereo not given),42%,3%,42%,4.9%,3%,
CN(C)S(=O)(=O)Oc1ccsc1C(=O)Nc1ccc(Cl)c(Cl)c1,53%,-2%,6%,5.5%,7%,
CCOC(=O)C1CCN(S(=O)(=O)c2c(C(=O)N3CCCCC3)c(C)n(C)c2C)CC1,-12%,-13%,-4%,1.7%,-1%,
Cc1ccc(NC(=O)C2CCN(C(=O)N3CCOc4ccccc43)CC2)cc1,nt,-8%,-1%,2.9%,24%,

# As a working copy, seven of the compounds above.
SMILES,M. tuberculosis,PhoP GFP inhibition,H37Rv inhibition,inhibitors of VEEV,influenza NS1A,others
COc1ccc(CCN2C(=O)CC(NNc3ccc([N+](=O)[O-])cc3)C2=O)cc1OC (stereo not given),9%,5%,-4%,5.4%,19%,
OC1CCCN(CC(O)c2ccccc2)C1 (stereo not given),-9%,4%,3%,i,-10%,
CCN(CC(=O)Nc1ccc(OC)cc1)C(=O)c1cc(S(=O)(=O)N2CCOCC2)ccc1N1CCCC1,20%,1%,0%,13%,4%,
Nc1nc2ccc(Cl)cc2[nH]1,nt,nt,nt,1.1%,-29%,
O=S(=O)(N/N=C1/CC(c2ccccc2)Oc2ccccc21)c1ccc(Br)cc1 (stereo not given),13%,-18%,2%,0.7%,3%,
COCC(C)n1c(C)cc(C(=O)COC(=O)CNC(=O)c2ccccc2)c1C (stereo not given),-6%,-3%,3%,i,11%,
CCOc1ccccc1N(CC(=O)Nc1ccc(OC)cc1)S(=O)(=O)c1ccccc1,5%,3%,-3%,3.7%,-5%,

# The list continues:
SMILES,M. tuberculosis,PhoP GFP inhibition,H37Rv inhibition,inhibitors of VEEV,influenza NS1A,others
CN1C[C@@H]2C(c3ccc(C(F)(F)F)cc3)C3(c4ccc(C#N)cc4)CC2(C3)[C@H]1c1ccccc1 (stereo not given in full),65%,-15%,?,i,-2%,
CC(=O)Oc1ccc(-n2c(=O)c3ccccc3c3ccccc3c2=O)cc1,60%,2%,68%,0.7%,0%,
CCOC(=O)c1cc(=O)n(-c2ccc(Cl)cc2C)[nH]1,15%,-8%,7%,0.5%,-2%,
Cc1c(Cl)cccc1N=c1c([N+](=O)[O-])nn(-c2ccccc2)n1O,4%,-8%,-1%,5.0%,0%,
O=C(c1cccnc1)N1CCN(C(=O)c2ccccc2F)CC1,-9%,10%,-8%,4.5%,0%,
Cc1ccc(Sc2ccc(NC(=O)CCl)cc2)cc1C,?,-4%,?,2.2%,7%,
CCCOC(=O)Oc1ccc2c(=O)c(Oc3cc(C)cc(C)c3)coc2c1,?,1%,11%,1.8%,-8%,
Cc1cccc(NC(=O)CSc2nnc(Cn3nnc(-c4ccccc4)n3)n2-c2ccccc2)c1,-1%,19%,8%,1.5%,1%,
CCOC(=O)CN(C(=O)CSc1nnc(-c2ccc(OC)c(OC)c2)o1)c1ccccc1,6%,-1%,-1%,1.2%,0%,
N#CC1(NC(=O)CSc2nnc(-c3ccccc3F)n2N)CCCCC1,nt,2%,40%,1.3%,-11%,
COc1cc(OC)cc(-c2c(-c3ccc(F)cc3)c3cc(-c4cnc(OC)nc4)ccc3n2C)c1,0%,nt,13%,9.0%,0%,
CS(=O)(=O)c1ccc(-c2sc3cc4c(cc3c2C(=O)NN2CCOCC2)OCO4)cc1,1%,nt,4%,1.9%,-16%,
CC(=O)c1c(O)cc(C)n(Nc2nc(C)cc(C)n2)c1=O,48%,2%,-5%,1.3%,13µM*,
Cc1ccc(-n2cc(C(=O)c3ccccc3O)cn2)cc1,34%,-6%,15%,7.0%,-8%,
COc1ccccc1N(CC(=O)N1CCN(c2ccccc2)CC1)S(=O)(=O)c1ccc(C)cc1,7%,-2%,-15%,8.4%,-7%,

# Molecules above that contain a nitro group on carbon:
SMILES,M. tuberculosis,PhoP GFP inhibition,H37Rv inhibition,inhibitors of VEEV,influenza NS1A,others
COc1ccc(CCN2C(=O)CC(NNc3ccc([N+](=O)[O-])cc3)C2=O)cc1OC (stereo not given),9%,5%,-4%,5.4%,19%,
Cc1c(Cl)cccc1N=c1c([N+](=O)[O-])nn(-c2ccccc2)n1O,4%,-8%,-1%,5.0%,0%,

# (continued)
SMILES,M. tuberculosis,PhoP GFP inhibition,H37Rv inhibition,inhibitors of VEEV,influenza NS1A,others
CC(=O)N(C)c1ccc(NC(=O)C(Sc2ccccc2)c2ccccc2)cc1 (stereo not given),-2%,-5%,-1%,5.7%,nt,
COC(=O)c1cn(Cc2ccccc2C)nn1,1%,-14%,7%,0.5%,3%,
CN(CC(=O)NCc1ccc(F)cc1)S(=O)(=O)c1cccc2nsnc12,-15%,-5%,0%,1.8%,-1%,
O=C(C1CCCCC1)N1CCCC(c2nc(-c3ccc(F)cc3)no2)C1 (stereo not given),3%,-4%,-2%,1.7%,-15%,inhibitors of VEEV 10K pilot screen=0.4
Cc1ccc(OCCCC(=O)Nc2ccc(N3CCOCC3)cc2)cc1,?,-6%,-1%,1.0%,-14%,
NC(=O)C1CCN(C(=O)c2cnn(-c3ccccc3)c2NC(=O)c2ccco2)CC1,-8%,1%,-3%,4.2%,-5%,
COc1ccc(S(=O)(=O)N2CCCC(C(=O)Nc3cccc(C(C)=O)c3)C2)cc1 (stereo not given),13%,-4%,5%,2.3%,5%,
O=C(N/N=C/c1ccccc1)c1ccc(-c2ccccc2)cc1,12%,-1%,8%,1.5%,-1%,
CC1CCN(C(=O)COC(=O)c2cccc(NS(=O)(=O)c3ccccc3)c2)CC1,-1%,0%,7%,4.1%,-4%,
CCN(CC)S(=O)(=O)c1ccc(Cl)c(NC(=O)COc2ccc(OC)cc2)c1,9%,4%,4%,0.2%,-12%,
COCCn1c(SCC(=O)NCC2CCCO2)nc2c(c1=O)SC(C)C2 (stereo not given),-4%,-3%,-1%,1.0%,-12%,
CC(=O)c1c(C)[nH]c(C(=O)OCC(=O)Nc2sc3c(c2C#N)CCC(C)C3)c1C (stereo not given),-4%,-6%,-1%,0.9%,-5%,
Clc1ccc(C=NN2CCCCCC2)cc1Cl,nt,nt,nt,3.6%,15%,
Cc1cc(N2CCOCC2)ccc1/C=C1\NC(=O)N(Cc2ccccc2F)C1=O,-4%,-7%,1%,i,-5%,
CN(C)C(=O)C1Cc2ccccc2CN1S(=O)(=O)c1cccs1 (stereo not given),1%,-12%,0%,1.2%,-12%,
CN(C)CCCNC(=O)c1cc(C(=O)c2ccccc2F)c[nH]1,-4%,9%,-7%,0.8%,-7%,
O=C(COc1ccccc1)Nc1ccc(Cl)cn1,7.5µM*,2%,1%,0.9%,3%,
CCOC(=O)n1c(=O)n(Cc2ccc(Cl)cc2Cl)c2ccccc21,15%,7%,-9%,2.9%,-7%,
O=C(CSc1ccc2nnc(-c3ccccn3)n2n1)NCc1ccc2c(c1)OCO2,nt,-11%,-6%,0.2%,0%,
O=C(/C=C/c1cn(-c2ccccc2)nc1-c1cccc(Cl)c1)N1CCN(c2ccccn2)CC1,35%,3%,?,8.9%,-1%,
COc1ccc(C2=CC(c3cccc(OC)c3)n3nnnc3N2)cc1 (stereo not given),-4%,-12%,3%,1.6%,8%,
CCC[C@H](CN[C@@H](CNC)[C@H](C)CC)NCCc1cc(C(F)(F)F)cc(C(F)(F)F)c1,?,35µM*,?,i,-15%,
COc1ccccc1C(=O)Nc1ccnn1C1CCN(Cc2ccccc2OCCO)CC1,-4%,-2%,-5%,0.8%,-4%,
CCOC(=O)c1cc2c(C(F)(F)F)cc(-c3cccnc3)nc2o1,9%,-3%,3%,1.8%,8%,
Cc1ccc(Nc2nnc(-c3ccncc3)s2)c(Br)c1,65%,14%,4%,i,-6%,
O=C(CN1c2ccccc2S(=O)(=O)c2ccccc21)Nc1ccccc1F,15%,3%,5%,i,-10%,
CCOC(=O)c1[nH]c(C)c(C(=O)N2CCN(C(=O)c3ccco3)CC2)c1C,-3%,0%,-1%,0.8%,17%,
O=C(Cc1ccccc1)Nc1ccc(NC(=O)c2ccc(Br)cc2)cc1,-8%,-5%,-7%,i,-3%,
COc1cc(/C=N/NC(=O)c2cccc(NC(=O)c3ccccc3)c2)ccc1O,5%,0%,-3%,11%,7%,
Clc1ccccc1-c1ccc2ncnc(NCc3cccs3)c2c1,43%,nt,67%,0.1%,9%,inhibitors of VEEV 10K pilot screen=3.6
O=S(=O)(c1cccs1)N1CCN(c2cccc(Cl)c2)CC1,1%,-8%,1%,0.1%,2%,
CC(C)(C)c1cc(C(=O)Nc2cccnc2)cc(C(=O)Nc2cccnc2)c1,15%,-6%,19%,8.8%,2%,
CCOC(=O)N/N=C1\CC(C)S(=O)(=O)c2ccc(Cl)cc21 (stereo not given),-15%,8%,-7%,1.5%,-7%,
O=C(NCCCl)c1ccc(OCc2ccccc2)cc1Cl,73%,-7%,0%,1.2%,-7%,
Cn1c2c(c(=O)n(C)c1=O)C1(C(=O)Nc3ccccc31)C(C#N)=C(N)O2 (stereo not given),-8%,6%,-5%,1.8%,-4%,inhibitors of VEEV 10K pilot screen=1.1
CCN(c1ccccc1)S(=O)(=O)c1ccc2[nH]cc(C(=O)N3CCOCC3)c(=O)c2c1,?,-4%&-6%,-6%,i,-2%,
COCCN(C(=O)COC(=O)/C=C/c1ccc(Cl)c(Cl)c1)c1c(N)n(Cc2ccccc2)c(=O)[nH]c1=O,nt,nt,nt,2.7%,-9%,
CC(C)(CO)NC(=O)c1ccc2nc(Cc3cccc(Cl)c3)oc2c1,-1%,-1%,4%,0.7%,0%,
COc1cc(OC)nc(Oc2cc(C=O)ccc2OC)n1,-13%,3%,-4%,0.3%,-1%,
CC(=O)Nc1ccc(CN2CCN(C3CCCCC3)C(CCO)C2)cc1 (stereo not given),7%,-10%,7%,0.3%,8%,
O=C(N/N=C/C(Br)=C/c1ccccc1)c1n[nH]c2c1CCC2,18%,-3%,5%,7.9%,-1%,
COC(=O)c1ccc2c(c1)c(C#Cc1ccccc1)c(-c1ccccc1)n2C,nt,nt,nt,7.1%,-37%,
NC(=S)N/N=C/c1cccc(/C=N/NC(N)=S)c1,37%,19%,19%,1.1%,0%,
Cc1ccc(N2C(=O)CCC2(C#N)c2ccccc2)cc1 (stereo not given),10%,-21%,6%,1.5%,-25%,
O=[N+]([O-])c1ccccc1CSc1ccccn1,-18%,-3%,0%,3.1%,nt,
CCOC(=O)CSc1nnc(CNC(=O)c2cc(OCC)c(OCC)c(OCC)c2)n1C,-15%,1%,-8%,i,4%,inhibitors of VEEV 10K pilot screen=1.6
